Bioassay records from PubChem.
NR2E3 ag-1 = NR2E3 agonists in two-hybrid cells, primary screen, cell-based, luminescence, CHO-S, Gal4-NCOR/VP16-NR2E3; Photoreceptor-specific nuclear receptor (Homo sapiens), Q9Y5X4; luciferase; inhibition of corepressor binding, % at 3.98 µM; hit rate 0.35% among 360,000; AID 602229, 2012;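 active means inhibition above the mean of all tested compounds plus 3 SD, cut at about 70% in these data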;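 further: 0% = DMSO with NR2E3 transfected cells and 100% = cells lacking NR2E3 construct; higher means lower luciferase signal from less NR2E3 corepressor binding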
Target sequence (Q9Y5X4 whole entry, looked up, the tested form may be a part): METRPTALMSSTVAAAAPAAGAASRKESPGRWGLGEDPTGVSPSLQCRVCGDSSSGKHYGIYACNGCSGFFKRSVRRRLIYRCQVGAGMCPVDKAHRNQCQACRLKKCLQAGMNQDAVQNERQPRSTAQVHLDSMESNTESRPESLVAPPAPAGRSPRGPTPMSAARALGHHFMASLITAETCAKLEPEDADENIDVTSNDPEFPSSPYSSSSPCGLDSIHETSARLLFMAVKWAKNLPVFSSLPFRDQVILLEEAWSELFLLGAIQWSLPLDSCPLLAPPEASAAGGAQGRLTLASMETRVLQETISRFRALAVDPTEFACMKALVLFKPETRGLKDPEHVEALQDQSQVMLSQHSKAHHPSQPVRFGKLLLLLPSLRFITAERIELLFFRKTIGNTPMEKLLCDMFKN
Shn3 3UTR inh = reduction of Shn3 3'UTR firefly luciferase signal, primary screen, Schnurri-3 inhibitor project, cell-based, Clone20 osteoblasts, set 2; Clone20 osteoblast Shn3 3'UTR firefly luciferase, 24 h; inhibition, % at 12.5 µM; hit rate 0.52% among 360,000; AID 588674, 2011;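 active means mean inhibition of at least 75% with every replicate also reaching 75%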;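 further: 0% = median of neutral control wells and 100% = pilot-screen positive control compound; some compounds past the cut are filed as inactive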
KKLEB cytotox = cytotoxicity in KKLEB CF airway cells, primary screen, cytotoxicity control for CF NF-kB inhibitor project, cell-based, uHTS, fluorescence assay plates. KKLEB CF airway cells viability, ATPlite luminescence, overnight; hits give low values; cells stimulated with P. aeruginosa culture filtrate. activity change (cytotoxicity), % at 5 µM. hit rate 0.36% among 360,000;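 active means corrected activity change at or below -50% at 5 µM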
LMP1 NFkB inh = EBV LMP1-driven NF-kappaB luciferase reporter inhibitors, primary screen, cell-based, luminescence, single point. hit rate 0.69% among 350,000. LMP1-induced NF-kappaB luciferase reporter cells. AID 504558, 2011. inhibition, % at 12.5 µM; in the data active means inhibition above about 41%;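 further: 0% = neutral control wells and 100% = reference inhibitor control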
CF NFkB block = inhibitors of PAF-induced NF-kB signaling, primary screen, cell-based, GFP fluorescence, uHTS. KKLEB NF-kB-GFP reporter, GFP fluorescence overnight. inhibition, % at 5 µM. hit rate 0.86% among 360,000;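 active means at least 50% inhibition at 5 µM, scaled per plate between neutral and stimulator controls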;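 further: PAF is a Pseudomonas aeruginosa culture filtrate used as stimulus; plate controls were PAF-stimulated DMSO wells for no effect and unstimulated DMSO wells for full effect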
Peg3 promoter = Peg3 promoter-driven luciferase inhibitors, primary screen, cell-based, HeLa, luciferase luminescence; hit rate 1.7% among 360,000; HeLa PEG-Prom luciferase reporter, overnight; AID 588405, 2011; inhibition, % at 20 µM;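 active means inhibition of at least 50% at 20 µM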
hiPSC survival = enhancers of single-cell hiPSC survival, primary screen, ATPlite luminescence; survival enhancement, % at 20 µM; 100% = ROCK inhibitor wells, 0% = DMSO; AID 602274, 2012; hit rate 0.044% among 360,000; in the data active means survival enhancement above about 18%;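 further: cells exposed to compounds for 16 hours before the ATP read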
NR2E3 ag-2 = inhibitors of NR2E3-RetCOR corepressor binding, primary screen, NR2E3 agonist project, biochemical, TR-FRET, GST-NR2E3, biotin-RetCOR; Photoreceptor-specific nuclear receptor (Homo sapiens), Q9Y5X4; 1536-well; inhibition of corepressor binding, % at 4.78 µM; hit rate 0.12% among 320,000; AID 2300, 2010;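 active means percent inhibition above the cutoff of mean plus 3 SD of all tested compounds, set per screening campaign, cut at about 20% in these data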;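 further: 0% = DMSO wells and 100% = biotin wells as full block of FRET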
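Test system: GST-NR2E3 and biotin-RetCOR proteins | Quantity: 1.35 nM GST-tagged NR2E3 final | Medium: Tris pH 7.5 | Also added: 7 nM biotin-RetCOR | Dosing: Compound at 4.8 µM, single dose | Timing: 5 h at 4 °C | Detection: Time-resolved FRET | Read-out basis: Percent inhibition | Benchmarks: Biotin wells as high control, 0.6% DMSO wells as low control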
HIF-2a inh = HIF-2a reporter inhibitors, primary screen, luminescence, 786-0 RCC cells; 786-0 RCC cells HIF-2a reporter, luciferase luminescence, overnight; inhibition, % at 18.8 µM; hit rate 0.72% among 360,000; AID 624352, 2012;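 active means inhibition of the luminescence signal of 40% or more relative to plate controls, in a single-dose primary screen at 18.75 µM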
MITF TRPM1 inh = inhibitors of MITF-dependent TRPM1 promoter reporter, primary screen, cell-based, SK-MEL-5, single point, luciferase; SK-MEL-5 TRPM1 promoter luciferase, 24 h; inhibition, % at 12.5 µM; hit rate 0.83% among 330,000;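 active means mean inhibition across replicates of 60% or more, whatever share of single replicates reaches that level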; further: values of inactives mirror those of a sister screen read the other way
TRAIL sens C8 = viability loss with TRAIL in NB7+C8 cells, primary screen, TRAIL sensitizer project, cell-based, ATPlite luminescence; inhibition (viability loss, TRAIL sensitization), % at 10 µM; AID 624354, 2012; hit rate 1% among 360,000;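 active means compounds causing at least 50% loss of cell viability in the single-dose screen, relative to plate controls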
Starred values were filed as active, the others as inactive; / = no result given.

No.	structure	NR2E3 ag-1	Shn3 3UTR inh	KKLEB cytotox	LMP1 NFkB inh	CF NFkB block	Peg3 promoter
1	Cc1cc(C)n2nc(C(=O)OCC(=O)Nc3cc(S(=O)(=O)N4CCOCC4)ccc3Cl)nc2n1	22	1	-2	-6	6	8
2	Cn1c(=O)c2[nH]c(=O)[nH]c2n(C)c1=O	6	6	-2	0	-12	2
3	Cc1n[nH]c(=O)c2c(NC(=O)CSc3nncn3C(C)C)oc(C)c12	14	-12	9	-1	1	-5
4	COc1ccc(S(=O)(=O)N2CCOCC2)cc1NC(=O)CSc1nnc(C2CC2)n1N	1	0	-18	-9	12	0
5	O=C1OC(N2CCN(C(=O)c3ccco3)CC2)c2ccccc21 (configuration not stated)	4	5	6	-8	2	14
6	C(=C\c1ccccc1)/CN1CCN(C(c2ccccc2)c2nnnn2C2CCCC2)CC1 (configuration not stated)	9	-2	-5	/	11	-11
7	COc1ccc(S(=O)(=O)N2CCC(NC(=O)c3cccnc3)CC2)cc1	10	5	-5	2	-4	5
8	C=CCOc1ccc(C=Nc2cccc(Cl)c2)c(O)c1	-16	-5	4	-2	13	0
9	CCN(CC)S(=O)(=O)c1cccc(C(=O)N[C@H](C(=O)NCc2ccccc2F)C(C)C)c1	16	5	-3	-9	-2	21
10	Cc1nc(N2CCOCC2)nc(Oc2ccccc2F)c1[N+](=O)[O-]	-1	-16	-8	-5	14	14
11	COc1ccc2c(c1)c(C(C)=O)c(C)n2CCc1ccc(OC)c(OC)c1	16	-9	-8	7	10	16
12	Cc1ccc(C(=O)Nc2ccc(S(=O)(=O)N3CCCC3)cc2)s1	-21	/	11	-19	1	-18
13	CC1CCCN(C(=O)Cn2nnc(-c3ccc([N+](=O)[O-])cc3)n2)C1 (configuration not stated)	-10	-18	11	-12	-10	18
14	NC(=O)c1ccc(-c2nnn(CC(=O)N(C3CCCCC3)C3CCS(=O)(=O)C3)n2)cc1 (configuration not stated)	6	9	0	-2	6	5
15	Cc1cc(C)n2nc(CNS(=O)(=O)c3c(F)c(F)c(F)c(F)c3F)nc2n1	12	-16	0	-26	9	30

No.	hiPSC survival	NR2E3 ag-2	HIF-2a inh	MITF TRPM1 inh	TRAIL sens C8
1	-0.1	/	11	/	-5
2	1.2	/	3	-1	-2
3	0.8	3	10	16	-8
4	0.3	2	7	6	2
5	0.0	0	15	9	6
6	0.7	/	-12	/	-8
7	-0.2	6	8	-4	0
8	-0.7	2	12	14	-9
9	-0.1	0	11	7	-3
10	0.9	1	31	8	-15
11	-0.7	-1	23	4	-3
12	0.4	1	-36	-5	-3
13	-0.1	1	19	7	9
14	-1.8	1	9	-5	5
15	-0.3	-1	5	8	12

More structures.
No.	structure	NR2E3 ag-1	Shn3 3UTR inh	KKLEB cytotox	LMP1 NFkB inh	CF NFkB block	Peg3 promoter
16	CC(C)(O)/C=C/C(=O)[C@](C)(O)C1[C@H](O)C[C@@]2(C)C3CC=C4C(C=C(O[C@@H]5O[C@H](CO)[C@@H](O)[C@H](O)[C@H]5O)C(=O)C4(C)C)[C@]3(C)C(=O)C[C@]12C (some centres not stated)	-30	-10	2	-2	-13	-9
17	Cc1ccc(C)c(C(C)NC(=S)NC2CCCCC2)c1 (configuration not stated)	19	21	9	5	18	16
18	CN(C)c1ccc(C(=S)Nc2ccccc2)cc1	36	-43	-4	3	2	-77
19	Cc1cccc(CCN2CCN=C2N(C)C)c1	-23	-13	-16	8	-3	2
20	O=C(NCCNC(=O)c1ccco1)c1cccc(F)c1	-13	3	5	3	-8	-2
21	Nc1oc2ccc(F)cc2c(=O)c1C=O	-8	-10	-3	-4	-12	-8
22	Cc1ccc(C)c(OCC(=O)N2CCc3ccccc3C2)c1	-38	-13	-12	-3	12	-70
23	O=C(Nc1cccnc1)C1CCCN(S(=O)(=O)c2ccccc2)C1 (configuration not stated)	-3	5	-6	-8	15	13
24	CN(CCn1ccnc1)C(=O)CC1C(=O)NCCN1Cc1ccccc1C(F)(F)F (configuration not stated)	-6	-8	12	-3	-8	11
25	CCOC(=O)c1[nH]c(C)c(C(=O)Nc2cccc(Cl)c2C)c1C	-46	-5	-20	6	11	-50
26	Cc1ccc(S(=O)(=O)NNC(=O)c2c(O)c3ccccc3[nH]c2=O)cc1	-10	-5	-7	-4	23	-4
27	CCCN1CCN(C(=O)c2cc(COc3ccc(F)cc3F)on2)CC1	-1	8	13	-4	-11	5
28	O=C(NCCc1nc2ccccc2[nH]1)c1cc([N+](=O)[O-])cc([N+](=O)[O-])c1	12	-8	5	-8	12	2
29	COc1cccc(-c2cc3nc(NCCN4CCCC4)n(C)c(=O)c3s2)c1	-28	-7	3	/	-10	-42
30	C1=C(CCNc2nnnn2-c2ccccc2)CCCC1	13	19	-14	7	-2	10

No.	hiPSC survival	NR2E3 ag-2	HIF-2a inh	MITF TRPM1 inh	TRAIL sens C8
16	-2.5	/	3	-5	6
17	-0.1	/	-7	14	-4
18	-1.8	2	-51	-19	43
19	-1.7	2	6	5	12
20	-4.3	-2	6	7	29
21	0.1	-2	6	-5	-4
22	-0.3	5	-84	-20	2
23	0.6	-5	10	-1	-8
24	1.3	0	12	14	-6
25	3.2	-4	-136	-15	7
26	-0.6	-7	8	-12	-2
27	0.2	3	-33	5	15
28	-1.2	0	12	14	15
29	-1.4	/	-86	/	-13
30	-1.7	1	-3	8	-3

Arranged by molar mass (rising): part of the list above.
No.	structure	NR2E3 ag-1	Shn3 3UTR inh	KKLEB cytotox	LMP1 NFkB inh	CF NFkB block	Peg3 promoter
30	C1=C(CCNc2nnnn2-c2ccccc2)CCCC1	13	19	-14	7	-2	10
22	Cc1ccc(C)c(OCC(=O)N2CCc3ccccc3C2)c1	-38	-13	-12	-3	12	-70
25	CCOC(=O)c1[nH]c(C)c(C(=O)Nc2cccc(Cl)c2C)c1C	-46	-5	-20	6	11	-50
23	O=C(Nc1cccnc1)C1CCCN(S(=O)(=O)c2ccccc2)C1 (configuration not stated)	-3	5	-6	-8	15	13
27	CCCN1CCN(C(=O)c2cc(COc3ccc(F)cc3F)on2)CC1	-1	8	13	-4	-11	5
24	CN(CCn1ccnc1)C(=O)CC1C(=O)NCCN1Cc1ccccc1C(F)(F)F (configuration not stated)	-6	-8	12	-3	-8	11

No.	hiPSC survival	NR2E3 ag-2	HIF-2a inh	MITF TRPM1 inh	TRAIL sens C8
30	-1.7	1	-3	8	-3
22	-0.3	5	-84	-20	2
25	3.2	-4	-136	-15	7
23	0.6	-5	10	-1	-8
27	0.2	3	-33	5	15
24	1.3	0	12	14	-6

(listing goes on)
No.	structure	NR2E3 ag-1	Shn3 3UTR inh	KKLEB cytotox	LMP1 NFkB inh	CF NFkB block	Peg3 promoter
31	O=C(CCNc1ccc(Br)cc1)c1cccc([N+](=O)[O-])c1	-18	6	-8	-31	11	-68
32	Cn1c(=O)c2c(nc(-n3ccnc3)n2Cc2ccc([N+](=O)[O-])cc2)n(C)c1=O	2	-22	1	0	-8	16
33	O=c1nc2ccccc2c2n1CC(CN1CCN(Cc3ccccc3)CC1)N2 (configuration not stated)	-2	0	13	-5	-12	6
34	COC(=O)COc1ccc2c(-c3cccc([N+](=O)[O-])c3)cc(=O)oc2c1	11	9	11	2	13	15
35	CCc1cccc(C)c1NC(=O)c1ccc2nc(N3CCOCC3)sc2c1	-1	-2	4	7	4	6
36	CCOC(=O)C1CCCN(CCC(=O)Nc2ccc3c(c2)CCC3)C1 (configuration not stated)	-25	19	-13	-9	-6	10
37	Cc1ccc2c(N)c(C)ccc2c1	-9	-4	8	2	-10	8
38	Nc1nnc(/C=C/c2ccccc2Cl)s1	-123	-20	0	-13	4	-264
39	COc1cccc(C(=O)NNC(=O)Cc2ccc(Cl)cc2)c1	-14	-13	-8	2	-4	11
40	O=C(COC(=O)c1ccc(Br)o1)Nc1ncc(Cl)cc1Cl	-4	0	8	2	-2	-4
41	CCCc1nnc(NC(=O)COC(=O)c2cc(C)nc3ccccc23)s1	14	-34	2	-11	17	10
42	COc1ccc(S(=O)(=O)N2CCCCC2)cc1NC(=O)Cc1ccc(Br)cc1	-9	21	14	4	23	14
43	CC(C)(CO)CN1CCC(n2nccc2NC(=O)C2CCOC2)CC1 (configuration not stated)	-12	46	-8	29	-1	13
44	O=C(Cn1nnc(-c2ccccc2F)n1)Nc1ccc2c(c1)OCCO2	-32	-11	1	-1	-4	-175
45	COc1cc(OC)cc(C(=O)OCC(=O)Nc2nnc(-c3ccccc3)o2)c1	-7	-10	0	-4	-2	11

No.	hiPSC survival	NR2E3 ag-2	HIF-2a inh	MITF TRPM1 inh	TRAIL sens C8
31	3.9	0	-93	12	2
32	1.9	5	9	8	5
33	0.5	0	0	5	3
34	-0.3	-1	17	-4	4
35	0.6	5	-9	/	-3
36	-1.3	-2	-10	-6	-8
37	-0.7	-2	-31	-14	7
38	-0.6	-6	-273	-54	40
39	-0.8	2	11	-2	3
40	2.9	3	11	4	-5
41	-1.6	1	-7	8	4
42	-0.1	/	12	6	12
43	-0.5	/	3	/	-10
44	0.2	3	-173	-6	28
45	-0.5	/	7	9	-1

Carrying on:
No.	structure	NR2E3 ag-1	Shn3 3UTR inh	KKLEB cytotox	LMP1 NFkB inh	CF NFkB block	Peg3 promoter
46	Cc1cc(C)n2nc(N)c(N=Nc3ccc(Cl)cc3)c2n1	-34	6	13	12	-66	-23
47	CCOc1ccc(N(CC(=O)Nc2cccc(N(C)S(C)(=O)=O)c2)S(=O)(=O)c2ccccc2)cc1	-7	22	9	0	-26	38
48	CN(C(=O)COC(=O)c1cc([N+](=O)[O-])ccc1Cl)c1ccccc1	-6	-11	11	-5	-7	-8
49	COc1ccc(/C=C(\C#N)C(=O)NC2CCS(=O)(=O)C2)cc1OC (configuration not stated)	5	-7	8	-7	-4	-6
50	O=C(CSc1ncccc1-c1nc2ccccc2[nH]1)N1CCCCC1	-11	-3	13	9	-31	5

No.	hiPSC survival	NR2E3 ag-2	HIF-2a inh	MITF TRPM1 inh	TRAIL sens C8
46	5.3	-8	-52	-21	9
47	2.5	1	18	5	9
48	-0.4	-5	3	-4	-14
49	0.6	2	13	-8	15
50	0.6	-1	-48	3	16

This is a subset; rates above refer to the full screens.
